HP1b binding inh: HP1-beta chromodomain-methylated histone interaction inhibition. P83916. AlphaScreen HP1-beta / biotin-H3K9me3 peptide binding. Potency, µM (highest dose often 114 µM), without a hit: at the top dose activity change, negative = inhibition, hits mostly inhibitors. hit rate 0.56% among 390,000; note: potency is the fitted concentration of half-maximal effect; nearly all actives have a fitted effect of over 70% in size; inactives centre near 23
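AlphaScreen: HP1-beta (50 nM) preformed 30 min with biotin-H3(1-18)K9me3 peptide (50 nM) in PBS pH 7.4, 0.01% Tween-20. Compound added for 30 min at RT, then streptavidin donor/nickel chelate acceptor beads (10 ug/mL) for 30 min.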
rTrxR1 inhibitor: blocks rat thioredoxin reductase 1. O89049. recombinant rTrxR1, NADPH fluorescence consumption, selenite substrate. Potency, µM (highest dose often 114 µM), for inactives: top-dose activity change, negative = inhibition, usual class: inhibitors. hit rate 1% among 390,000; note: potency is the fitted concentration of half-maximal effect; % is set by controls: 0 for no effect and ±100 for the full control effect; nearly all actives have a fitted effect of over 65% in size
Target sequence (O89049 whole entry, looked up): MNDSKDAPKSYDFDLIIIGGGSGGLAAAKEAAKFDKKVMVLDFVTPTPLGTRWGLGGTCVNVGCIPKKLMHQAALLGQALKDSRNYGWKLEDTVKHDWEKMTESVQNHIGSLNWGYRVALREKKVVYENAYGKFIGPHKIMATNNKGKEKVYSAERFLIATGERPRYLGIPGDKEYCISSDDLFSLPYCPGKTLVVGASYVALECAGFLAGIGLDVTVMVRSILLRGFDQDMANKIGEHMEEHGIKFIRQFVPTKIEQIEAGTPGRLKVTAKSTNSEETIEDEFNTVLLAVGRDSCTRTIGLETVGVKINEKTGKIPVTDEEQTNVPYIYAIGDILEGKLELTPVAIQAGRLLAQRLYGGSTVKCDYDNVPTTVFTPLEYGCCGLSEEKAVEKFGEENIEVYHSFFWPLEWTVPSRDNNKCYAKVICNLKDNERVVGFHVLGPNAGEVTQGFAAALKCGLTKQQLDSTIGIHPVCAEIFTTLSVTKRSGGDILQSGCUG
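Rat TrxR1 (90 nM in the dispensed reagent) was pre-reduced with 400 uM NADPH for 5 min at room temperature, then incubated with compound for 15 min. After 400 uM selenite was added, NADPH fluorescence (Ex 340/Em 450 nm) was followed for 8 min.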
PI4K2A block: blocks human PI4K2A kinase activity. purified PI4K2A, ADP-Glo luminescence, 1 h; hits give low values. activity change, negative = inhibition, % at 76.9 µM. hit rate 0.13% among 420,000; in the data active = activity change below about -50%; inconclusive = mostly about -30% to -49%;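 note: -100% = wells without enzyme as full effect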
Target sequence (Q9BTU6 whole entry, looked up): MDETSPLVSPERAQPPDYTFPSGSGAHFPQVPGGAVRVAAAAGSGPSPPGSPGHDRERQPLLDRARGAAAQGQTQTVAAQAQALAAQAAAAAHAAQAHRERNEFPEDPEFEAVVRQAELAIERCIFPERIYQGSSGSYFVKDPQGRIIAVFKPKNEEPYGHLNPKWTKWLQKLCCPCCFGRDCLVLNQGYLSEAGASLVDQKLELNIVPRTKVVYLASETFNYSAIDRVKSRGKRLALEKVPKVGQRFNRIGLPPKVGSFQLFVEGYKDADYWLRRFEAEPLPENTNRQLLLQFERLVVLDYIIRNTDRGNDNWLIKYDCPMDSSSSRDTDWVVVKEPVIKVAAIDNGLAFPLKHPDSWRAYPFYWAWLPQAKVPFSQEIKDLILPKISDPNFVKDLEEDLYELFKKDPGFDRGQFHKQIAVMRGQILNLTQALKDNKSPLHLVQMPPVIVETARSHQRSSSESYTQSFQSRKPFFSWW
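PI4K2A activity was measured by ADP-Glo luminescence: enzyme (4 ug/mL stock) and phosphatidylinositol (1.2 mM stock) in Tris pH 7.5/MgCl2/EGTA/Triton X-100 buffer were reacted with ATP (300 microM stock) for one hour at ambient temperature.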
GLS inhibitor: blocks human kidney-isoform glutaminase activity; GLS enzymatic activity, qHTS titration; Potency, µM (titrated, usually from 45.5 µM), without a hit: top-dose activity change, negative = inhibition, actives largely listed as inhibitors; hit rate 0.21% among 410,000; AID 624170; note: potency is the fitted concentration of half-maximal effect; % is set by controls: 0 for no effect and ±100 for the full control effect
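Assay buffer: 45 mM KH2PO4 pH 8.2, 0.02% Tween-20. hKGA acts on L-glutamine (1 mM solution added); product glutamate is reported by an oxidase/peroxidase Amplex Red coupling, with fluorescence taken at baseline and 30 min.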
Pin1 inh: blocks the human prolyl isomerase Pin1. Q13526. Pin1 FP peptide displacement, HiFluor488, 10 min. Potency, µM (highest dose often 115 µM), for the others: at the top dose activity, negative = inhibition, actives largely listed as inhibitors. hit rate 0.009% among 390,000. AID 504891; active = well fitted inhibition curve with a large enough effect in the polarisation, with a control signal flat, not every such curve was filed as active; inconclusive = small, poorly fitted or top-dose-only effect, or effect the other way, or a change in a side signal; inactive = no such curve, though single readings can be large or run the other way; the % refers to the polarisation; note: potency is the fitted concentration of half-maximal effect; % is set by controls: 0 for no effect and ±100 for the full control effect
mIDH1 inhibitor: human IDH1 R132H inhibition; O75874; IDH1-R132H enzyme, NADPH consumption, diaphorase/resazurin fluorescence; Potency, µM (titrated, usually from 76.6 µM), inactives show top-dose activity change, negative = inhibition, hits mostly inhibitors; hit rate 0.093% among 390,000; AID 602179; note: potency is the fitted concentration of half-maximal effect; % is set by controls: 0 for no effect and ±100 for the full control effect; nearly all actives have a fitted effect of over 65% in size
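IDH1-R132H (0.5 ug/mL dispensed) in pH 7.5 Tris buffer was preincubated 30 min with compound, then given a substrate mix of 0.016 mM NADPH and 2 mM alpha-KG for 80 min at room temperature; remaining NADPH was read by diaphorase/resazurin fluorescence.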
PGK inhibitor: blocks T. brucei phosphoglycerate kinase; AID 602233; hit rate 0.043% among 380,000; PGK/GAPDH coupled, Kinase-Glo luminescence, 60 min; Potency, µM (highest dose often 57.5 µM), without a hit: at the top dose activity change, negative = inhibition, actives largely listed as inhibitors; P07378; note: potency is the fitted concentration of half-maximal effect; % is set by controls: 0 for no effect and ±100 for the full control effect; nearly all actives have a fitted effect of over 60% in size
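Luminescent ATP detection (Kinase-Glo Plus) follows a 60-minute room-temperature incubation, with wells lacking PGK as controls. Buffer: 100 mM TEA (pH 7.6), 5 mM MgCl2, 0.01% Tween-20. Coupling enzyme GAPDH (100 nM final) supplies unstable 1,3-BPG in-well.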
USP1 inh: blocks the human USP1/UAF1 deubiquitinase complex | O94782 | recombinant USP1/UAF1, Ub-Rhodamine cleavage fluorescence | Potency, µM (doses to about 57.1 µM), for the others: at the highest dose activity change, negative = inhibition, usual class: inhibitors | hit rate 0.23% among 390,000 | AID 743255; note: potency is the fitted concentration of half-maximal effect; % is set by controls: 0 for no effect and ±100 for the full control effect; nearly all actives have a fitted effect of over 60% in size; inactives centre near -12
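USP1/UAF1 complex (1 nM) preincubated 15 min at room temperature with compound, then Ub-Rho substrate (150 nM final) added. Kinetic fluorescence at 480/540 nm over 6 reads at 60 s intervals; 50 mM HEPES pH 7.8, 0.5 mM EDTA, 0.1 mg/ml BSA, 1 mM TCEP, 0.01% Tween-20.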
TrxR1 substrate: rat thioredoxin reductase 1 substrate activity; O89049; purified TrxR1 substrate turnover, NADPH consumption readout; Potency, µM (series often up to 114 µM), inactives show top-dose activity change, negative = substrate turnover; hit rate 0.01% among 390,000; note: potency is the fitted concentration of half-maximal effect; % is set by controls: 0 for no effect and ±100 for the full control effect; nearly all actives have a fitted effect of over 50% in size
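Rat TrxR1, dispensed at 90 nM, was prereduced with 400 uM NADPH (final) for 5 min at ~22 deg C, then incubated with compound 15 min before 400 uM selenite. A first-read NADPH fluorescence drop versus no-compound background flagged substrates.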
Numbers without * were called inactive; i = inactive; u = inconclusive; x = not tested or not shown; & = joins results of further samples; [ ] = another dose, or the depositor's remark. Unless noted, calls come from the whole dose curve; as a rule, active = well fitted curve in the direction sought with a large enough effect; inconclusive = small, poorly fitted or top-dose-only effect, or another doubt; inactive = no such curve, though single readings can be large; an effect the other way counts as inactive or inconclusive. An excerpt (hit frequency here may not be typical).

Fields: PI4K2A block, PGK inhibitor, mIDH1 inhibitor, GLS inhibitor, rTrxR1 inhibitor, Pin1 inh, TrxR1 substrate, USP1 inh, HP1b binding inh
#1 CC1C/C(=C/c2cccn2C)C(=O)/C(=C/c2cccn2C)C1 (stereo unspecified)
 : -16.1, 8.4%, 6.5%, 15.4%, u, u, -13.1%, u, 39.8µM*
#2 COc1cc2cc(CCCOC(=O)c3ccc(Br)cc3)oc(=O)c2cc1OC
 : -3.0, i, -13.6%, -3.9%, u, u, -1.1%, -24.5%, 38.2%
#3 O=C(N/N=C/c1coc2ccccc2c1=O)c1cc2ccccc2o1
 : 0.9, -2.2%, 1.6%, u, 4.5%[57.1 µM], 0.2%, 11.7%[57.1 µM], u, 26.0%
#4 O=C(Cn1cc(C(=O)c2ccco2)c2ccccc21)Nc1ccccc1C(F)(F)F
 : 1.9, 7.7%, -7.1%, -1.7%, 14.8%, -1.7%, -1.8%, -10.7%, 16.9%
#5 CCCCn1c(CN2CCN(C(=O)OCC)CC2)nc2c1c(=O)[nH]c(=O)n2C
 : 2.0, -6.9%, -0.9%, -0.7%, 3.4%, 0.0%, -4.3%, -15.6%, 4.0%
#6 COc1cc(NS(=O)(=O)c2ccc(C)cc2)c2ncccc2c1
 : -3.7, -4.0%, 9.2%, 9.1%, 18.7%, 3.4%&12.7%, 0.2%, -12.1%, 77.2%[activator]
#7 CC1=NN(C(=O)c2cccnc2)C(O)(C(F)(F)F)C1 (stereo unspecified)
 : 2.9, 5.1%, 0.0%, -0.7%, 16.7%, -0.4%, 2.6%, -5.7%, 43.3%[activator]
#8 O=C(Nc1ccc(S(=O)(=O)N2CCCCC2)cc1)c1ccc(=O)[nH]c1
 : -4.2, -12.1%, 15.0%, 3.0%, -0.2%, -9.2%, -1.9%, -2.4%, 22.4%
#9 Cc1nc(-c2ccc(S(=O)(=O)Nc3ccc(Br)cc3F)cc2)co1
 : 1.6, -1.8%, -3.8%, -3.5%, 19.9%, -0.9%, 3.1%, -24.5%, 15.7%
#10 O=C(COC(=O)/C=C/c1cnc2ccccc2n1)NCC(F)(F)F
 : -8.0, 11.7%, -1.9%, 0.0%, -2.7%, -1.8%, -0.2%, -15.0%, 14.4%
#11 CCOC(=O)c1sc(C)c2c(=O)n(CCc3ccccc3)nnc12
 : -5.7, -9.0%, 2.2%, 6.4%, -14.9%, -2.1%, -10.9%, -16.4%, 9.1%
#12 CCC1CCCCN1CCCNC(=O)c1ccc(/C=C2/Sc3ccccc3NC2=O)cc1 (stereo unspecified)
 : 2.8, 8.7%, 2.3%, 4.6%, 12.3%, 4.0%, -0.9%, -13.0%, 24.7%
#13 O=C(NCc1cccc(Cl)c1)c1cc2c(s1)-c1ccccc1SC2
 : 0.7, x, x, 8.1%, -16.5%, 8.8%, 3.2%, -25.7%, 2.6%
#14 COc1ccc(-c2nc3n(n2)C(c2ccncc2)C(C(N)=O)=C(C)N3)cc1 (stereo unspecified)
 : -4.1, -6.1%, 2.6%, -6.3%, 6.3%, 0.5%, 4.6%, -7.5%, 21.8%
#15 CC1=C(c2ccc(C)cc2)S(=O)(=O)N(Cc2ccc(C(=O)Nc3ccc(C)c(F)c3)cc2)C1=O
 : -1.3, x, x, 6.8%, 8.1%[57.1 µM], 4.4%, -5.8%[57.1 µM], -20.0%, u
#16 COc1cc(/C=C2/SC(=S)N(Cc3ccccc3)C2=O)cc(Cl)c1O
 : -17.4, 1.4%, u, -6.4%, 5.2%[57.1 µM], u, 12.8%[57.1 µM], -33.4%, u
#17 COC(=O)c1[nH]c2ccccc2c1NC(=O)CN1CCN(C/C=C/c2ccccc2)CC1
 : 2.9, 0.8%, -7.1%, 30.6%[activator], 10.3%, 6.2%, 16.0%, -17.0%, -14.7%
#18 CC(C)CC(C(=O)NCC1CCN(Cc2ccc(F)cc2)CC1)N1Cc2ccccc2C1=O (stereo unspecified)
 : 2.0, -4.4%, -13.3%, -3.1%, 16.4%, 0.6%, 3.7%, -5.8%, 48.6%[activator]
#19 COCCn1c(-c2ccc(-c3ccc([N+](=O)[O-])cc3Br)o2)nc2c1c(=O)[nH]c(=O)n2CC(C)C
 : -7.8, -10.9%, 0.0%, 6.3%, -52.0%, u, -4.5%, 3.0%, 20.9%
#20 Cc1cc(NC(=O)COC(=O)c2nccnc2N)n(-c2ccccc2)n1
 : -7.0, -4.4%, 11.5%, -3.0%, 14.4%, -1.1%, 261.1%[activator], -6.0%, -14.3%

(more compounds)
Fields: PI4K2A block, PGK inhibitor, mIDH1 inhibitor, GLS inhibitor, rTrxR1 inhibitor, Pin1 inh, TrxR1 substrate, USP1 inh, HP1b binding inh
#21 CCOC(=O)c1c(NC(C)=O)sc2c1CCC(C=O)=C2Sc1ccccc1
 : 1.8, x, 0.0%, 24.7%, 1.26µM*, 14.5%, 5.8%, -17.5%, -8.0%
#22 COc1ccc(C)cc1S(=O)(=O)NC(C)c1cnn(-c2ccccn2)c1C (stereo unspecified)
 : -4.6, -1.5%, -0.3%, 1.1%, 17.5%, -3.3%, 2.1%, -13.5%, 15.6%
#23 CC(C)C(O)C1CCN(Cc2nc(Cc3ccccc3Cl)no2)CC1 (stereo unspecified)
 : -1.5, i, -2.6%, 8.5%, -4.5%, -2.8%, -9.1%, -2.2%, 24.9%
#24 O=C1CCC(C(=O)N2CCCCO2)CN1Cc1cccc(C(F)(F)F)c1 (stereo unspecified)
 : -1.2, -8.3%, 11.7%, -1.0%, -14.4%, -0.2%, -5.3%, -9.4%, 22.3%
#25 O=C(O)c1ccc(Cn2cnc3c(=O)[nH]cnc32)cc1
 : -2.3, -1.2%, 3.7%, -1.9%, 7.1%[11.4 µM], -10.6%, 6.8%[11.4 µM], -16.8%, 42.3%[activator]
#26 CCc1nn(CCCC(=O)NCc2ccccc2C)c(=O)c2cc3occc3n12
 : -13.0, -8.8%, 0.6%, 2.1%, -5.2%, -9.7%, 2.2%, -23.8%, 0.7%
#27 C=C1c2nc3ccccc3n2C=C(c2ccc(C)cc2)N1c1ccccc1
 : -15.0, 2.1%, 9.0%, 11.9%, -11.9%, 4.1%, 15.1%, u, u
#28 COc1ccc(-c2sc3ccc(-c4ccc5c(c4)OCO5)cc3c2-c2ccc(OC)nc2)cc1
 : 1.2, -9.3%, 1.1%, 3.3%, 12.5%, 1.7%, 3.8%, -14.0%, 25.6%
#29 CCOc1ccc(NS(=O)(=O)c2ccc3[nH]cc(C(=O)NCc4ccccc4)c(=O)c3c2)cc1
 : 3.2, -8.1%, -15.5%, -8.6%, 9.3%, 29.1%, 2.7%, -8.9%, 29.7%
#30 CCS(=O)(=O)N1CCN(CC(=O)NC2CCCCC2)CC1
 : -0.3, 3.2%, 9.8%, 0.0%, 20.1%[11.4 µM], 0.2%, 11.4%[11.4 µM], -10.9%, -9.7%
#31 Cc1cc(Cl)ccc1NC(=O)CN1C(=O)CSc2ccc(S(=O)(=O)N3CCOCC3)cc21
 : 0.7, -12.9%, -7.6%, 0.9%, 4.4%, 9.3%, -5.5%, -16.3%, 39.6%[activator]
#32 Cc1cc(C(=O)CSc2nnc(-c3ccc(F)cc3)o2)c(C)n1CC1COc2ccccc2O1 (stereo unspecified)
 : -6.1, -3.3%, 8.4%, -1.2%, 12.2%, 13.7%, 0.0%, -19.4%, 17.8%
#33 COc1cc2c(C#CCCCO)c(-c3ccc(C#N)cc3)oc(=O)c2cc1OC
 : 0.2, -8.0%, 20.3%, -5.7%, u, 26.0%, 14.7%, -15.4%, 4.7%
#34 CSc1cccc(NC(=S)N2CCCN(Cc3ccc(F)cc3)C2)c1
 : 0.5, -0.1%, 9.7%, -4.1%, 2.2%, 46.6%[activator], 0.8%, -19.2%, 18.9%
#35 COc1cc(C(=O)Oc2cccc(/C=N/NC(=O)c3cc(C)[nH]n3)c2)cc(OC)c1OC
 : -0.1, -0.9%, -13.9%, 2.6%, -2.5%, 0.4%, -5.5%, -22.3%, -3.0%
#36 COc1ccc2nc(NC(=O)CSCc3c(C)noc3C)sc2c1
 : 6.1, -4.3%, 9.5%, -4.1%, -7.1%, 2.7%, -5.5%, -12.9%, 25.0%
#37 O=C(CN1CCN(S(=O)(=O)c2cccc(Cl)c2)CC1)N1CCCCC1
 : -3.5, i, 8.6%, -7.7%, 16.3%, -23.7%, 4.9%, -17.8%, 41.0%[activator]
#38 Cc1cc(C)nc(N2CCC(C(=O)Nc3ccc4c(c3)OCO4)CC2)n1
 : 2.7, -5.9%, 4.7%, -0.9%, 16.2%, -0.4%, 8.9%, -13.3%, 33.0%
#39 COc1cc(C(=O)NCCOc2ccccc2)cc(OC)c1OC
 : 7.9, -6.7%, -1.5%, -5.8%, -7.2%[57.1 µM], -0.4%, 2.9%[57.1 µM], -4.7%, 27.4%
#40 Cc1ccc(Cn2cnc3c(cnn3-c3ccc(F)cc3)c2=O)cc1
 : 6.3, 10.0%, -6.9%, 0.6%, 13.4%, 2.1%, -1.8%, -21.2%, 46.4%[activator]
